Assay outcomes deposited in PubChem BioAssay by several laboratories.
HMGR II inh – inhibitors of class II HMG-CoA reductase from Enterococcus faecalis; purified E. faecalis HMGR, NADPH absorbance 340 nm kinetic; inhibition, % at 10 µM; actives 0.41% (n = 190,000); AID 1066;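 active = inhibition above a set limit, the median over all tested compounds plus 3 SD, cut at about 9.5% in these data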;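 note: enzyme runs in reverse so mevalonate oxidation gives rising NADPH absorbance; 0% = complete reaction with DMSO and 100% = background rate lacking mevalonate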
STAT1 inh – inhibitors of IFN-gamma induced STAT1 signaling; NIH 3T3 STAT1-luciferase reporter, luminescence; inhibition, % at 5.5 µM; actives 0.35% (n = 200,000); AID 920;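 active = inhibition above a set limit, the mean inhibition across all tested compounds plus 3 SD, cut at about 34% in these data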;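 note: 0% = IFN-gamma with DMSO and 100% = IFN-gamma with 300 µM nifuroxazide; values of inactives mirror those of a sister screen read the other way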
TLR4 MyD88 comp – blocks binding of human TLR4 to MyD88; HeLa CL3-4 TLR4/MyD88 BLA complementation, FRET ratio; inhibition, % at 8.4 µM; O00206+Q99836; actives 0.18% (n = 200,000); in the data active = inhibition above about 25%;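 note: 0% = vehicle and 100% = reference inhibitor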
Target sequence (O00206 whole entry, looked up): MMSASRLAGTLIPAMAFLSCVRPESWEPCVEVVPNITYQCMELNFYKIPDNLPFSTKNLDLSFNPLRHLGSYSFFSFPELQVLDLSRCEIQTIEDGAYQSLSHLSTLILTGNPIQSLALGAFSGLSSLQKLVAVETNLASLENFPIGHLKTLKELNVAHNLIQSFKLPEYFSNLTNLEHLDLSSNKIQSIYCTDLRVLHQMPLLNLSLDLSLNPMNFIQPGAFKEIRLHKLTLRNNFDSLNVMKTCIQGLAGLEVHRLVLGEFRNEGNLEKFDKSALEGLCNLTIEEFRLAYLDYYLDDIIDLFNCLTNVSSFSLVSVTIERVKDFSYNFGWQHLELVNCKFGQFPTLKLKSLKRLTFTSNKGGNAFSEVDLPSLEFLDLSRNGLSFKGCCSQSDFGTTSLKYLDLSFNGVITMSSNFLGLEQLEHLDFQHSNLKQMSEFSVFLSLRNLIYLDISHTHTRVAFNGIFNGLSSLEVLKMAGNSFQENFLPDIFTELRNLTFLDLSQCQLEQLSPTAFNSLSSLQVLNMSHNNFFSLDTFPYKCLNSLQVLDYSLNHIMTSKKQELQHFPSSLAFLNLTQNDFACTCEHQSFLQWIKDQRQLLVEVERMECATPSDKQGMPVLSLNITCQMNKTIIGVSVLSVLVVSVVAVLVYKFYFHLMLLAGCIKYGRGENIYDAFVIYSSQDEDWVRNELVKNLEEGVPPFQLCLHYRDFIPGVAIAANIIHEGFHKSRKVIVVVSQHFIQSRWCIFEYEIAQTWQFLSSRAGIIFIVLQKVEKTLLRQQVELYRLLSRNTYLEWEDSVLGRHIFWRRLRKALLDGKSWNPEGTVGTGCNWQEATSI
Target sequence (Q99836 whole entry, looked up): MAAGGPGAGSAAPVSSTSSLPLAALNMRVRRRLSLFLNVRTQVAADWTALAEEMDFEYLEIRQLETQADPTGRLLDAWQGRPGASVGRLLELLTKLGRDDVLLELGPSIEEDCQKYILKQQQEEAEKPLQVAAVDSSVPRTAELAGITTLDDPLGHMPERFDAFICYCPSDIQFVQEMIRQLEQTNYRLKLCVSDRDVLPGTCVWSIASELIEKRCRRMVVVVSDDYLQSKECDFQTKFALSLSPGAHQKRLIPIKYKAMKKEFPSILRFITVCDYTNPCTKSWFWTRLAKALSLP
Hsp70 act – switches on Hsp70 transcription. HeLa Hsp70 promoter luciferase reporter, luminescence; scaled: vehicle 0, proteasome-inhibitor control 100%. activation, % at 10 µM. actives 0.04% (n = 200,000);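 active = activation above the mean across all tested compounds plus 3 SD, cutoff set per campaign, cut at about 5.5% in these data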;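 note: 100% = MG132 at 30 µM as the positive control and 0% = DMSO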
STAT3 inh – STAT3 signaling inhibition; U3A cells, IL-6 STAT3-luciferase reporter, luminescence; host cell line lacks STAT1; inhibition, % at 5.5 µM; actives 0.89% (n = 190,000);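 active = inhibition above the mean inhibition across all screened compounds plus 3 SD, cut at about 44% in these data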;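 note: 0% = DMSO only wells and 100% = 100 µM nifuroxazide control wells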
STAT1 activator – increases IFN-gamma driven STAT1 reporter signal; NIH 3T3 STAT1-luciferase reporter, luminescence; 100% = IFN-gamma alone, no compound; activation (% of control), % at 5.5 µM; actives 2.6% (n = 200,000); AID 932;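 active = activation above the screen-wide mean activation plus 3 SD, cut at about 130% in these data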;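 note: raw ratio to IFN-gamma control signal so 100% means no change and 0% no light; values of inactives mirror those of a sister screen read the other way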
NF-kB neuron act – compounds increasing NF-kB expression in human neuronal cells; NF-kB reporter expression; stronger effect = higher value; fold change at 12.5 µM; actives 1.6% (n = 190,000); AID 1239; in the data active = fold change above about 3.3
DTT redox prof – compounds producing H2O2 with reducing agent – biochemical, NIH compound library profiling, artefact control for MLSCN library redox annotation, primary screen. DTT-dependent redox cycling H2O2, phenol red/HRP absorbance; 100% = 100 µM peroxide control, 0% = buffer. activation, % at 10 µM. actives 0.03% (n = 200,000). AID 878;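 active = activation of at least 50% relative to the plate's high and low controls in the primary single-dose screen; inactive = activation below 50%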;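 note: compound incubated with DTT at 0.8 mM final as the reducing agent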
STAT3 activator – activators of IL-6 induced STAT3 signaling; activation (% of control), % at 5.6 µM; actives 0.91% (n = 190,000); AID 871; U3A cells, IL-6 STAT3-luciferase reporter, luminescence; 100% = signal with IL-6 EC80 alone;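 active = activation above the screen-wide mean of compound activation plus 3 SD, cut at about 130% in these data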;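 note: 0% = background luminescence of wells with medium and substrate only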
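System – human U3A cells carrying STAT3-luciferase construct · Probe or stimulus – Interleukin-6, 33 ng/mL · Schedule – compound 1 h, then IL-6 6 h at 37 °C · Signal – luminescence from STAT3-driven luciferase reporter · Evaluation – percent of IL-6-only median luminescence · Benchmarks – IL-6-only high control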
APP 5'UTR act – APP 5'UTR luciferase reporter activation. actives 1% (n = 190,000). activation, % at 2 µM. AID 1276. SH-SY5Y APP 5'UTR luciferase reporter, luminescence; zero percent = DMSO vehicle wells;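 active = activation above a set limit, based on mean plus 3 SD of controls, cut at about 140% in these data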; note: values of inactives mirror those of a sister screen read the other way
Starred values were filed as active, the others as inactive; · = no result given.

SMILES	HMGR II inh	STAT1 inh	TLR4 MyD88 comp	Hsp70 act	STAT3 inh	STAT1 activator	NF-kB neuron act	DTT redox prof	STAT3 activator	APP 5'UTR act
O=C(N/N=C1\CC2CC=CC12)c1ccc(O)cc1 (configuration not stated)	6	-8	-3	-0.4	-6	106	1.4	0.0	107	10
Cc1ccc(Cl)cc1N(Cc1ccc(C(=O)NCc2cccnc2)cc1)S(=O)(=O)c1ccccc1	-3	-3	0	-0.3	3	101	0.58	1.7	106	9
COc1ccc(C(=O)N2CCc3cc(OC)c(OC)cc3C2)cc1OC	-5	-4	6	-0.3	5	104	1	2.7	99	-2
CCc1ccc(C(=O)C(C)OC(=O)C2COc3ccccc3O2)cc1 (configuration not stated)	3	3	-3	-0.2	-5	98	1	·	104	-8
Cc1noc(C)c1COC(=O)C1CC(O)CN1S(=O)(=O)c1ccc(Cl)cc1 (configuration not stated)	-2	-2	12	0.5	2	102	1.4	1.2	102	0
O=C(Nc1ccccc1)C1CC=CCC1C(=O)OCC1CCCO1 (configuration not stated)	1	-8	-9	-0.1	2	107	1.1	1.8	103	-26
Cc1noc(C)c1CSc1nc2sc(C)c(C)c2c(=O)n1-c1ccccc1	0	7	7	-0.6	20	94	1.1	1.5	88	-12
Cc1onc(-c2ccccc2)c1C(=O)N1CC(C)OC(C)C1 (configuration not stated)	-8	7	-15	-0.3	5	94	1.1	-0.6	101	-7
COc1ccccc1-c1cc(C(F)(F)F)nc(NCc2cccs2)n1	0	0	-12	-0.3	-15	102	1.1	0.2	110	-1
COc1ccc(Cl)cc1NC(=S)N1CCN(C(=O)c2ccco2)CC1	-5	4	-1	-0.3	12	96	0.98	3.3	91	1
CC(=O)NCC(=O)OCC(=O)Nc1nc(-c2ccccc2)cs1	0	-15	1	-0.1	2	112	2	-0.1	99	5
C/C(=N\NC(=O)Cc1c[nH]c2ccccc12)c1ccc2ccccc2c1	-8	-17	-12	0.2	-3	114	1	-1.7	106	10
CC1CC(C)CN(c2oc(Cc3ccccc3)nc2C#N)C1 (configuration not stated)	-3	7	10	-0.3	1	93	1.1	-0.1	100	11
CCOC(=O)c1sc2nc(NC(=O)C3CCCCC3)sc2c1C	0	-1	-17	-0.4	23	101	1.3	-0.6	85	6
CC(C)C1S/C(=N/N=C/c2cccs2)NC1=O (configuration not stated)	-1	-4	-1	-0.2	16	104	1.4	-8.0	92	-4
O=C(CCN1C(=O)c2ccccc2S1(=O)=O)Nc1cccc2ccccc12	0	-4	13	-0.1	12	102	1.2	-0.3	95	-3
Cc1ccccc1C(=O)Nc1ccccc1N1CCCCC1	-5	-1	-1	-0.3	-3	101	1.2	-0.1	105	11
CC1CC(Nc2ccccc2N)=CC(=O)O1 (configuration not stated)	1	-4	-4	0.2	2	104	1.2	0.2	102	59
N#Cc1nc(COc2ccc(-c3ccccc3)cc2)oc1NCc1cccnc1	-4	15	-1	-0.3	45*	86	0.39	2.2	67	18
c1ccc(-n2c(-c3ccncc3)nnc2N2CCOCC2)cc1	0	-7	0	0.0	8	106	1.3	3.1	98	7

A portion from the list above, as a working copy:
SMILES	HMGR II inh	STAT1 inh	TLR4 MyD88 comp	Hsp70 act	STAT3 inh	STAT1 activator	NF-kB neuron act	DTT redox prof	STAT3 activator	APP 5'UTR act
Cc1ccccc1C(=O)Nc1ccccc1N1CCCCC1	-5	-1	-1	-0.3	-3	101	1.2	-0.1	105	11
CC1CC(Nc2ccccc2N)=CC(=O)O1 (configuration not stated)	1	-4	-4	0.2	2	104	1.2	0.2	102	59
N#Cc1nc(COc2ccc(-c3ccccc3)cc2)oc1NCc1cccnc1	-4	15	-1	-0.3	45*	86	0.39	2.2	67	18
c1ccc(-n2c(-c3ccncc3)nnc2N2CCOCC2)cc1	0	-7	0	0.0	8	106	1.3	3.1	98	7

Carrying on.
SMILES	HMGR II inh	STAT1 inh	TLR4 MyD88 comp	Hsp70 act	STAT3 inh	STAT1 activator	NF-kB neuron act	DTT redox prof	STAT3 activator	APP 5'UTR act
CC(C)n1c(-c2cccs2)nc2ccccc21	0	-1	-7	-0.1	3	100	0.96	0.8	99	4
COc1cc2[nH]c(=S)n(CCN3CCCCC3C)c(=O)c2cc1OC (configuration not stated)	-4	-10	5	-0.2	-5	107	0.68	-0.6	108	-25
O=C(NC(=S)N1CCOCC1)C12CC3CCC(CC(C3)C1)C2	-10	-2	4	-0.6	-7	102	1.4	0.1	102	14
O=C(Cc1cn(Cc2cccc(Cl)c2)c2ccccc12)N1CCCC1	-3	10	-11	-0.3	-1	90	1.1	-0.5	99	-7
CCO[C@H]1OC(C(=O)Nc2ccccc2)=C[C@@H](c2cn(C(C)=O)c3ccccc23)[C@@H]1CCCO	3	5	-13	-0.2	·	97	0.78	0.5	·	18
COCc1cc(=O)[nH]c(-c2ccccc2)n1	0	1	7	0.0	1	99	1.1	-2.3	102	-29
CCN(CC)C(=O)Cn1ncc2c1-c1ccccc1OC2	0	-5	-4	0.1	5	105	1	-0.4	100	-1
Fc1ccccc1-n1cn[nH]c1=S	0	-8	5	-0.1	-5	107	2.1	-1.9	105	27
CC(C)(C)SCCNC(=O)/C=C/c1ccc([N+](=O)[O-])cc1	-10	-5	13	0.1	-1	105	1.3	-0.5	102	-2
CC(C)CNC(=S)NNC(=O)c1csc2c1CCC(C)C2 (configuration not stated)	1	6	13	-0.1	6	95	1.2	-1.5	100	-10
Cc1onc(-c2ccccc2Cl)c1C(=O)N(Cc1nc(-c2ccccc2)no1)C1CCCCC1	-2	10	3	-0.5	6	93	1.2	0.1	96	-18
Cc1cccc(C)c1N1CCc2cn[nH]c21	-8	-1	17	-0.1	7	101	1.1	0.4	97	10
O=C(CSc1nnc(-c2ccncc2)n1Cc1ccco1)Nc1ccccc1Cl	1	-1	7	-0.5	10	101	1.1	1.9	95	-12
O=C(Nc1nccs1)c1ccc(Br)o1	-6	-7	5	0.5	-13	106	1.4	2.6	114	41
COc1cccc(C2CC(c3ccccc3OC)n3nc(N)nc3N2)c1 (configuration not stated)	2	-5	-11	-0.2	4	104	1.1	-0.9	101	0
Cc1ccc(NC(=O)COC(=O)c2ccc(OCc3c(C)noc3C)cc2)cc1S(=O)(=O)N1CCOCC1	-6	7	0	-0.4	-1	93	1.2	0.0	100	-2
O=C(NC(=S)NC1CCCCCCCCCCC1)c1cccnc1	4	-4	1	-0.2	1	103	0.89	0.4	104	-2
N#CCC(=O)N/N=C/c1cc(-c2ccccc2)n(-c2ccc(Cl)cc2)c1-c1ccccc1	-7	7	13	-0.3	-15	93	1.1	-0.9	114	6
Cc1ccc(CN2CCN(Cc3cccn3-c3nccs3)CC2CCO)cc1 (configuration not stated)	1	3	9	-0.2	6	95	1.1	0.1	98	3
COc1ccc(N2C(=O)C3CCCN3C2c2cc(OC)c(OC)c(OC)c2)cc1 (configuration not stated)	-1	-4	-11	-0.1	11	104	1	-0.6	98	10
Cc1oc2ccc(NS(=O)(=O)c3ccccc3)cc2c1C(=O)Nc1ccccc1	1	3	8	-0.3	3	98	0.79	-0.2	101	13
Cc1cccc(NC(=S)N/N=C/c2ccc3c(c2)OCO3)c1	0	-8	-4	-0.1	1	107	1.6	-0.1	103	26
Cc1ccc2c(c1)N(CCC(=O)NCCN1CCOCC1)C(=O)CO2	-6	15	7	-0.3	4	87	0.96	2.4	98	19
CCOC(=O)C1CCN(C(=O)c2cc3c(-c4ccc(OC)c(OC)c4)nn(C)c3s2)CC1	-6	7	9	-0.1	4	93	0.36	-1.2	100	2
CCOc1ccc(S(=O)(=O)Nc2ccc(O)c(Sc3ncn[nH]3)c2)cc1	-2	6	7	-0.3	1	95	1.2	0.9	100	-5
CCOc1cc(CNC2CCCC2)cc(Cl)c1OCc1ccccc1	-5	-3	-4	-0.3	-4	102	1.1	2.4	109	-2
CCSC1(SCC)N=C(N)C2(C#N)C(c3ccc(F)cc3)C12C#N (configuration not stated)	0	13	-1	0.1	5	88	0.89	1.2	99	7
O=C(CCCOc1ccccc1)Nc1ccc(Br)cc1	·	0	-13	0.0	2	100	·	-7.1	103	15
CC1CC(C)CN(CCOc2ccccc2-c2ccccc2)C1 (configuration not stated)	-4	-3	10	-0.4	6	103	1.1	-0.5	94	-8
Cc1ccccc1Nc1nc(N)nc(COC(=O)C2CCCCC2)n1	6	2	-1	-0.1	-5	98	1.1	-0.5	105	8
COc1ccc(-c2cc(C(F)F)nc(-n3nc(C)cc3C)n2)cc1	0	-2	-13	-0.2	19	102	0.75	-1.5	87	-3
O=C(CSc1nc2cc(Cl)ccc2o1)N1CCOCC1	-9	10	-2	0.0	5	90	1.1	0.6	101	3
COc1ccc(/C=C2/C(=O)N(c3nc4ccccc4s3)N=C2CSc2ccc(Cl)cc2)cc1	1	-6	-8	-0.1	-10	106	1.2	0.7	112	12
COc1ccc(CCNc2ccc(C)cc2)cc1	-6	-5	18	-0.3	8	101	1.1	0.5	94	·
Clc1ccc2c(c1)-c1nnc(Br)n1-c1ccccc1S2	-7	3	14	-0.3	4	93	1.2	0.6	99	-11
NC1=NC2(CCCCC2)N(c2cccc(Cl)c2)C(N)=N1	3	-9	-2	-0.2	-2	109	1.3	-0.4	103	14
COCC(=O)N/N=C(\C)CC(=O)Nc1ccccc1C(N)=O	3	3	5	-0.2	6	97	1.2	1.2	96	0
O=C(O)C1C2C=CC(O2)C1C(=O)Nc1ccc2c(c1)OCCO2 (configuration not stated)	1	5	-3	0.1	42	95	1.1	-0.4	69	-25
Cc1cc(C)cc(NC(=O)CN2CCN(c3ncccn3)CC2)c1	0	2	-12	-0.4	7	98	0.96	0.0	100	-9
Cc1noc(NS(=O)(=O)c2ccc(NC(=O)C34CC5CC(C3)CC(n3cnc(Cl)n3)(C5)C4)cc2)c1C	-4	7	10	-0.5	11	94	1.2	-0.3	91	18
CC(=O)c1nnn(-c2ccc([N+](=O)[O-])cc2C)c1C	-1	-9	9	-0.4	3	107	1.3	-0.1	99	8
CN1C(=O)NC2(O)C(=O)c3ccccc3C12O (configuration not stated)	1	-3	13	-0.4	-8	103	1.4	-0.2	107	-3
Cc1cccc(NC(=O)C(=O)NCCc2c[nH]c3ccccc23)c1C	3	-1	-12	-0.2	26	101	1.2	0.1	84	2
COCC(=O)NCCc1ccc(S(N)(=O)=O)cc1	0	5	-1	0.1	0	95	0.91	-0.7	101	1
O=C(Cn1ccc(C(F)(F)F)n1)N/N=C/c1ccc2c(c1)OCO2	-8	-7	-12	-0.4	-6	106	1.6	0.3	104	16
O=C(CN1CCN(C(=O)N2CCCCC2)CC1)Nc1ccc(F)cc1	-3	-2	10	-0.2	4	102	0.93	2.6	100	4
COC(=O)[C@H](Cc1ccccc1)NC(=O)O[C@@H]1C(=O)c2cc(OC)ccc2O[C@H]1c1ccc(OC)c(Br)c1	-2	-7	5	0.1	-9	106	0.74	0.6	105	-8
Cc1cc(C(=O)C(=O)N(C)C)c(C)n1-c1ccc(Cl)cc1	0	0	-14	-0.1	5	100	1.1	-2.1	96	28
COC(=O)C1=C(O)/C(=C\c2ccc(CNS(=O)(=O)c3ccccc3)o2)N=C1C	-3	-4	-13	-0.3	6	104	1	-0.4	93	-1
